Compound activity deposited in PubChem BioAssay by Sanford-Burnham Center for Chemical Genomics.
Artemis inh = Artemis (human) endonuclease inhibition | Q96SD1 | recombinant Artemis, quenched FAM hairpin cleavage fluorescence | inhibition, % at 10 µM | 30,000 compounds, 0.78% hits;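 active means at 10 µM dose, at least 30% inhibition, measured as corrected fluorescence normalized to stimulator and neutral control wells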
Target sequence (Q96SD1 whole entry, looked up): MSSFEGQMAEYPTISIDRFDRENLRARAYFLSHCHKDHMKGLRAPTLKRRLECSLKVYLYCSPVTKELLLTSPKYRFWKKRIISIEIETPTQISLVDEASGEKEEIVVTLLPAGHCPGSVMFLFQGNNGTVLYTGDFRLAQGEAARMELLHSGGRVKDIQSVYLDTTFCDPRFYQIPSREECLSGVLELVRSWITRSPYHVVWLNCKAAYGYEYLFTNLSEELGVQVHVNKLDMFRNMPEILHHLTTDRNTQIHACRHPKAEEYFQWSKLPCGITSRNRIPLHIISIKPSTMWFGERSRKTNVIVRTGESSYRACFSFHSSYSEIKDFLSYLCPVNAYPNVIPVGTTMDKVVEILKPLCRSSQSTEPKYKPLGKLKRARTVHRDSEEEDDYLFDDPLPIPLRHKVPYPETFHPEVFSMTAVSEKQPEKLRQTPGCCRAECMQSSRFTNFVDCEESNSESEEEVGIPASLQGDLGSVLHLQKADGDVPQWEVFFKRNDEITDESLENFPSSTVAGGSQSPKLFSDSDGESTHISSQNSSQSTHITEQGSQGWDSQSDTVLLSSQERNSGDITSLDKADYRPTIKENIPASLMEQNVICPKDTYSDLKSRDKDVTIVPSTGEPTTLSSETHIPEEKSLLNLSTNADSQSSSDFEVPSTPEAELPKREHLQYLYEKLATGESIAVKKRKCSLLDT
The depositor's hits bear a star. A portion of the library. The share of hits here may be higher or lower than overall.

Compound,Artemis inh
Cc1cc(C)c(N2CCN(S(=O)(=O)N3CCCCCC3)CC2)c(C)c1,5.4
O=C(C1CCC1)N1CCc2cc(S(=O)(=O)NC3CCCC3)ccc21,-3.7
Cc1nc(C)c(-c2ccccc2)c(=O)[nH]1,-2.0
COC(=O)C1=C(C)NC(=S)N(C(C)=O)C1c1ccccc1 (configuration not stated),2.5
COc1ccc(NC(=O)C2OCCc3ccccc32)c(OC)c1 (configuration not stated),-12.3
C=CCc1cccc2cc(C(=O)OCC(=O)c3ccccc3)c(=O)oc12,9.3
C=C(C)c1cccc(C(C)(C)NC(=O)N(Cc2ccccc2)Cc2ccco2)c1,-6.1
CCC(C)(C)C1CCc2c(sc(NC(=O)c3ccoc3C)c2C(N)=O)C1 (configuration not stated),-0.5
CCOC(=O)CNS(=O)(=O)c1ccc(C(=O)O)cc1,-4.8
CCOC(=O)C(=O)Nc1ccccc1C(N)=O,-12.0
CC1CCCC(NC(=O)CN2CCN(Cc3ccc(Cl)cc3)C2=O)C1C (configuration not stated),-6.8
CC(=O)c1ccc(OC(=O)N(c2ccccc2)c2ccccc2)cc1,8.9
CCn1c(SCC(=O)N2CCCc3ccccc32)nc2cccnc21,2.6
Cc1sc2ncnc(NCC3(N4CCOCC4)CCCCC3)c2c1C,9.8
Cc1cccc(N(CC(=O)Nc2ccc(CC#N)cc2)S(C)(=O)=O)c1,-10.4
Cc1nccn1CCCN1C(=O)OC2(CCCCC2)C1(C)O (configuration not stated),-10.5
COc1nc(N(CC(N)=O)S(=O)(=O)c2ccccc2)nc(C)c1Cl,-4.0
Cn1c(=O)c2c(n(C)c1=O)=NC1(CCCCC1)ON=2,-4.8
Cc1nnc(Sc2cc(C(=O)NCc3ccco3)c3ccccc3n2)s1,15.1
CCOc1nc(SC(C(C)=O)C(=O)Nc2ccccc2)nc(N(C)C)n1 (configuration not stated),1.4
COc1cccc(/C=N/NC(=O)CC2C(=O)NN=C2C)c1OC (configuration not stated),-9.3
COC(=O)c1ccc(N2C(=O)CC(N3CCN(c4ccccc4)CC3)C2=O)cc1 (configuration not stated),0.9
O=C(O)C1CCCN1C(=O)c1cccs1 (configuration not stated),3.0
NNC(=O)C1=NOC(CNc2ncc(C(F)(F)F)cc2Cl)C1 (configuration not stated),-0.9
COc1ccc(CCN/C=C2/CC(=O)NC2=O)cc1OC,5.0

Other results follow:
Compound,Artemis inh
CCC(C)Nc1nc2c(c(=O)n(C)c(=O)n2C)n1Cc1cccc(C)c1 (configuration not stated),5.9
Cc1cccc2cc(CN(CCN3CCCC3)C(=O)NC3CCCCC3)c(=O)[nH]c12,2.0
O=S(=O)(/N=C(/Nc1cc(N2CCOCC2)ncn1)c1ccccc1)c1ccccc1,0.8
O=C(c1cc2nc(-c3ccco3)cc(C(F)(F)F)n2n1)N1CCCc2ccccc21,6.1
Cc1ccc(S(=O)(=O)C(C#N)c2nc3ccccc3nc2N2CCCC2)cc1 (configuration not stated),3.2
O=C(OCc1nnc(-c2ccccc2)o1)c1cn(-c2ccccc2)nc1-c1ccccc1,-1.0
O=C(/C=N/O)Nc1ccccc1,16.8
Cc1ccc(C)c(NC(=O)CCc2ccc(S(=O)(=O)NC3CCCCC3)cc2)c1,2.2
O=C(NCCN1CCCCCC1)C1CC(=O)N(CCc2ccccc2)C1 (configuration not stated),2.4
O=C(CC1C(=O)NCCN1C(=O)Nc1ccccc1)Nc1ccc2c(c1)OCO2 (configuration not stated),-0.9
CC1(C)Cc2ccccc2-c2nc3ccccc3c(=O)n21,8.6
O=C(CN1CCN(c2ccc(F)cc2)CC1)Nc1ccc(F)c(F)c1,-1.4
CC1Cc2ccccc2N1C(=O)CN1CCc2ccccc2C1 (configuration not stated),-6.4
CSc1nnc(-c2sc3cc(C(F)(F)F)cnc3c2-c2ccccc2)n1C,-0.8
CC(=O)NS(=O)(=O)c1cccnc1Nc1cccc(Cl)c1,6.9
Nc1nnc(SCC(=O)Nc2ccc(F)c(Cl)c2)n1-c1ccccc1,3.4
CCOC(=O)N1CCN(C(=O)Cn2nc(C)c3sc4ccccc4c3c2=O)CC1,-2.0
c1cncc(-c2nc(N3CCCCCC3)c3ccccc3n2)c1,7.6
O=C(CCC(=O)N1CCN(C2CCCC2)CC1)Nc1nnc(C(F)(F)F)s1,-4.0
CCCCn1c2c(c(=N)c3c1CCC3)CCC2,-5.9
Cc1cc(C)c2c(N)c(C(=O)Nc3ncc(C)s3)sc2n1,2.5
Cc1ccccc1CSCC(=O)c1c(N)n(CC(C)C)c(=O)n(C)c1=O,1.5
CCS(=O)(=O)C(=C1Nc2ccccc2N1)S(=O)(=O)CC,-6.5
Cn1cnnc1SCC(=O)N1N=C2/C(=C/c3ccco3)CCCC2C1c1ccco1 (configuration not stated),-1.0
CSc1ncc(Cl)c(C(=O)Nc2ccc(S(=O)(=O)N3CCOCC3)cc2)n1,9.2

Among those listed so far, these contain two or more sulfur atoms:
Compound,Artemis inh
Cc1nnc(Sc2cc(C(=O)NCc3ccco3)c3ccccc3n2)s1,15.1
CSc1nnc(-c2sc3cc(C(F)(F)F)cnc3c2-c2ccccc2)n1C,-0.8
Cc1cc(C)c2c(N)c(C(=O)Nc3ncc(C)s3)sc2n1,2.5
CCS(=O)(=O)C(=C1Nc2ccccc2N1)S(=O)(=O)CC,-6.5
CSc1ncc(Cl)c(C(=O)Nc2ccc(S(=O)(=O)N3CCOCC3)cc2)n1,9.2

The list continues.
Compound,Artemis inh
O=C(N/N=C/c1ccc2c(c1)OCO2)c1sc2cccc(Cl)c2c1Cl,9.0
Clc1ccc(CN2C3=NCCN3c3ccccc32)cc1,-1.3
Cc1nnc2n1NC(c1ccc(Cl)cc1)C(C(=O)N1CCC(C)CC1)S2 (configuration not stated),-5.4
COc1cc(OC)c(NC(=O)c2ccc(Br)o2)cc1Cl,9.3
CCc1cc2cccc(C)c2nc1SCC(=O)N1CCN(C(=O)c2ccco2)CC1,4.9
CCOC(=O)C(CSCc1ccccc1)NC(=O)OC(C)(C)C (configuration not stated),-11.5
Cc1cnnc2ccc3c(no[n+]3[O-])c12,0.6
CCCCNC(=O)CSc1nnc(-c2ccco2)n1C,2.8
Fc1cccc(-c2nn[nH]n2)c1,2.9
CCc1nc(SCC(=O)Nc2nccs2)c2oc3ccccc3c2n1,3.4
O=C(c1ccccc1)c1nn(-c2ccc(Cl)cc2)c(=O)cc1C(F)(F)F,1.0
Cc1nn(Cc2ccccc2Cl)c(C)c1NC(=O)C1C2CCC(O2)C1C(=O)O (configuration not stated),-3.6
Cc1ccc(NC(=O)CN2C(=O)NC3(CCc4ccccc43)C2=O)cc1Cl (configuration not stated),2.5
Cc1ccoc1C(=O)Nc1cccc(Oc2ccccc2)c1,-8.8
Cc1cc2oc(C(=O)NC3CCS(=O)(=O)C3)c(C)c2cc1C (configuration not stated),-0.4
Cc1ccc(C(C(=O)NCc2ccco2)N(C(=O)Cn2nnc3ccccc32)c2ccccc2)o1 (configuration not stated),-1.2
Cc1ccc(S(=O)(=O)/C(C#N)=C/c2c(N3CCN(C)CC3)nc3c(C)cccn3c2=O)cc1,-2.4
O=C(CN(CC1CCCO1)C(=O)CCC(=O)Nc1ccccn1)NCC1CCCO1 (configuration not stated),5.0
COc1cc2ccccc2cc1C(=O)Nc1ccccc1N1CCN(S(C)(=O)=O)CC1,8.1
CCOCCCNC(=O)c1c(N)n(-c2ccc(S(N)(=O)=O)cc2)c2nc3ccccc3nc12,2.7
COc1ccc(OC)c(NC(=O)C2CC(=O)N(c3ccccc3)C2)c1 (configuration not stated),-1.9
COc1cc2c3c(c1)C1(C(=O)N3C(C)(C)C=C2C)C(C#N)=C(N)Oc2cc(C)oc(=O)c21 (configuration not stated),-7.3
CCOC(=O)c1nn(-c2ccccc2F)c(C)c1C(C)=O,-1.5
CC1(C)CC(NC(=O)c2ccccc2Cl)CC(C)(C)N1,-1.2
CCc1ccc(NC(=O)CSc2nnc(COc3ccc4c(c3)CCCC4)o2)cc1,5.3

Further records follow:
Compound,Artemis inh
CC(CNC(=O)c1ccc(Br)o1)NC(=O)c1ccc(Br)o1 (configuration not stated),8.6
Cc1ccc(C(=O)CNc2nc3c(c(=O)[nH]c(=O)n3C)n2Cc2ccccc2)cc1,-0.2
Cc1ccc(Oc2nc(C(F)(F)F)nc3ccccc23)cc1,-3.4
CC(CN1CCOCC1)OC(=O)COc1ccc(F)cc1 (configuration not stated),-9.0
N#C/C(C(=O)NCc1ccccc1)=C1\SC(CCO)C(=O)N1c1ccccc1 (configuration not stated),-11.7
CCOC(=O)N1CCN(C(=O)CCC(=O)N2CCOc3ccc(C)cc32)CC1,10.6
CCOC(=O)C1=C(C)NC(=O)NC1c1c(OCC(=O)N2CCCCC2)ccc2ccccc12 (configuration not stated),9.7
Cc1ccc(S(=O)(=O)N(C)Cc2ccc(-c3nnco3)cc2)cc1,-10.1
CCCCC(CC)C(=O)NCCCN1CCN(CCCNC(=O)C(CC)CCCC)CC1 (configuration not stated),0.8
N/C(=N\OC(=O)c1ccc(Cl)c(Cl)c1)c1cccnc1,-0.3
CCC(C)(C)n1nnnc1CN(Cc1ccc(Cl)cc1)Cc1ccco1,6.4
S=c1nc(-c2ccccc2)oc2c1CCCC2,12.7
O=C(c1cc2nc(-c3ccccc3)cc(-c3ccccc3)n2n1)N1CCN(C(=O)c2ccco2)CC1,6.2
O=C(CCn1c(=S)oc2ccccc21)Nc1ccc2c(c1)OCCO2,-5.7
O=C(Cn1cccc1C(=O)c1ccccc1)NCc1ccccn1,-5.4
CC1CC(c2ccccc2)n2nc(NC(=O)CCc3ccccc3)nc2N1 (configuration not stated),0.3
CC(C)CC(=O)NC(=S)Nc1nc(-c2cccc3ccccc23)cs1,-2.4
CC(C)(CNC(=O)c1ccc([N+](=O)[O-])c(Cl)c1)CNC(=O)c1ccc([N+](=O)[O-])c(Cl)c1,13.5
Cc1ccc(C(=O)COC(=O)c2n[nH]c(=O)c3ccccc23)cc1,7.0
Cc1nnc2sc(-c3ccc(-c4ccc(Cl)c(C(F)(F)F)c4)o3)nn12,27.0
CCOc1ccc(-c2nnc(SCC(=O)N3CCOCC3)o2)cc1,-1.5
CS(=O)(=O)N(CC(=O)N/N=C/c1cccs1)c1cccc(Cl)c1Cl,-8.2
CCSc1c(-c2ccccc2)nc2c(C)cccc2c1C(=O)O,6.9
COc1ccc(C2C3=C(CCCC3=O)Nc3nc(C(F)(F)F)nn32)c(OC)c1OC (configuration not stated),-9.3
CCCOc1cc(C)nc(-c2ccccc2O)n1,5.7

Remaining list, next part:
Compound,Artemis inh
CCCC(=O)N1c2ccccc2C(=C2SC(C(=O)OC)=C(C(=O)OC)S2)C(=S)C1(C)C,17.5
Clc1ccc(OCCSCc2nc3ccccc3[nH]2)cc1,-9.3
CCCNC(=O)CSc1nnc(-c2ccco2)n1C,2.5
Cn1c(SCC(=O)c2ccc(F)cc2)nnc1-c1ccccc1N,2.3
CCOc1ccc2[nH]c(S(=O)(=O)CC)nc2c1Cl,1.5
CC(=O)c1c(N)[nH]c(-c2ccccc2)nc1=S,-1.1
Cn1cnnc1SCC(=O)NCCC(c1ccccc1)c1ccccc1,-2.2
CCCS(=O)(=O)N1CCCC(C(=O)N2CCOCC2)C1 (configuration not stated),-8.3
CC1=C(C(=O)OCC2CCCO2)C(c2ccccc2Cl)NC(=O)N1 (configuration not stated),5.9
CCOC(=O)c1c(C)[nH]c(C)c1C(=O)COC(=O)c1ccc(Cl)c(S(N)(=O)=O)c1,-3.6
COC(=O)C1=CN(C(C)C)C=C(C(=O)OC)C1c1cccc(OC)c1,-9.1
N#CCCCN1C(=O)C(O)(CC(=O)c2ccc3c(c2)OCCO3)c2ccccc21 (configuration not stated),-5.5
Cc1cc(Oc2ccccc2)nc(SCC(N)=O)n1,-6.0
O=C(Nc1nccs1)c1cc(S(=O)(=O)N2CCCCC2)ccc1Cl,-5.0
CCC(C)N(NC(C)=O)c1nc(Cl)nc(NC(C)C)n1 (configuration not stated),7.3
Cc1c(C(=O)O)c(=S)sn1CCOc1ccccc1,4.5
CCOC(=O)C(NCc1ccccn1)(NC(=O)c1cccnc1)C(F)(F)F (configuration not stated),1.9
O=C(NCc1ccco1)C(c1ccccc1F)N(Cc1cccnc1)C(=O)Cn1nnc2ccccc21 (configuration not stated),-11.9
O=C(COC(=O)C1(c2ccc(F)cc2)CCCC1)N1CCN(C(=O)c2ccco2)CC1,4.7
CCN1C(=O)CC(N2CCC(Nc3ccc(OC)cc3)CC2)C1=O (configuration not stated),-10.8
Cc1sc(NC(=O)C2CCCCC2)c(C#N)c1-c1ccccc1,4.8
CCOC(=O)c1ccc(N=CC2=C(O)CC(C)(C)CC2=O)cc1,4.7
Cc1cc(C)c[n+](-c2nc3ccccc3nc2C(=C=[N-])C#N)c1,-4.6
CC1(C)C(c2ccco2)=[N+]([O-])C2(CCCCC2=O)N1O (configuration not stated),-4.8
COc1ccc(NC2=NC3(CCCCC3)N=C(N)N2)cc1,-4.0

Next part
Compound,Artemis inh
CCOC(=O)c1sc(C)c2c1NC(C)(c1cccc3ccccc13)NC2=O (configuration not stated),15.3
Cc1[nH]c(=O)[nH]c(=O)c1S(=O)(=O)Nc1ccc(Oc2ccccc2)cc1,-10.7
O=C(N/N=C\c1ccccn1)C1COc2cc3ccccc3cc2O1 (configuration not stated),4.2
OCCOCCn1c2ccccc2c2ccccc21,-4.9
COCc1cc(=O)n2[nH]c(-c3ccccc3)cc2n1,9.7
CCCc1[nH]nc2c1C(c1ccc(OC)c(Cn3nnc4ccccc43)c1)C(C#N)=C(N)O2 (configuration not stated),13.5
CC1=NN(c2ccccc2)C(=O)C1(C)C,-0.9
O=C(CSc1nccn1-c1ccccc1)Nc1ccc2c(c1)OCO2,-5.9
